# GAA glycogen mod = GAA glycogen-cleavage inhibition or activation | recombinant GAA, glycogen substrate, Amplex Red glucose oxidase fluorescence | 0.38% of 300,000 active | P10253 | Potency, µM (top dose mostly 76.4 µM), for the others: at the top dose activity change, negative = inhibition, hits mostly inhibitors;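 also: 0% = full enzyme reaction and -100% = no-enzyme basal signal; the screen sought inhibitors and activators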
#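 Recombinant human enzyme (4 nM); glycogen substrate; 37 C, 40 min, pH 5.0. Readout: coupled glucose oxidase/Amplex Red fluorescence.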
# TRb-SRC2 inh = TRbeta-SRC2 interaction inhibition; P10828; 0.065% of 280,000 active; Potency, µM (series often up to 106 µM), inactives show at the top dose activity change, negative = inhibition, usual class: inhibitors; TRbeta-SRC2 peptide binding, fluorescence polarization; receptor liganded with 1 µM T3;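 also: plate controls were bound peptide for no effect and peptide without receptor for full effect; nearly all actives have a fitted effect of over 50% in size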
#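 Quantitative HTS by FP: 0.6 uM TRb LBD, 20 nM labeled SRC2 20-mer, 1 uM T3, 5% DMSO; 5 hr ambient incubation; % activity per concentration and potencies from concentration series.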
# GAA inhib = blocks human lysosomal alpha-glucosidase; P10253; purified human GAA, 4-MU-alpha-glucoside fluorescence; Potency, µM (highest dose often 76.9 µM), without a hit: at the top dose activity change, negative = inhibition, most hits filed as inhibitors; 0.005% of 200,000 active; AID 1466;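 also: plate controls were uninhibited enzyme wells for no effect and no-enzyme background for full effect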
#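 Read-out is 4-methylumbelliferone fluorescence (Ex 365/Em 440 nm) after NaOH/glycine stop at pH 10. Enzyme 4 nM, substrate 400 uM, pH 5.0 citrate buffer, 20 min room temperature; AC50 from Hill-equation concentration-response.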
# RGS12 GoLoco inh = inhibitors of human Gai1-RGS12 GoLoco interaction (red fluorophore); Gai1:RGS12 GoLoco peptide FP, rhodamine, 10 min; Potency, µM (doses to about 61.6 µM), for inactives: at the top dose activity, negative = inhibition, hits mostly inhibitors; 0.44% of 230,000 active; AID 880; active = well fitted inhibition curve with a large enough effect, not every such curve was filed as active; inactive = no such curve, though single readings can be large or run the other way; also: nearly all actives have a fitted effect of over 30% in size; many of its hits are not listed in these tables
# Target sequence (P63096 whole entry, looked up): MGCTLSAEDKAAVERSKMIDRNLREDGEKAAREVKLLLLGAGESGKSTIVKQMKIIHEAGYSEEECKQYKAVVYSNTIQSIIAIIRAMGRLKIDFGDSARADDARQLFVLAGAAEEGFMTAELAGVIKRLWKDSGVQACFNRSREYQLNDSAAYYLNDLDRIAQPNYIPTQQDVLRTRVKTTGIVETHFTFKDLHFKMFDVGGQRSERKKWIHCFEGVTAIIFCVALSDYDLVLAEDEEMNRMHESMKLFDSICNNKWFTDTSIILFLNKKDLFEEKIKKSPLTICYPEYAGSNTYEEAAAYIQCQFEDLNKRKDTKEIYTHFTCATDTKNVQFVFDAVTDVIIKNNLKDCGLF
# RECQ1 inh = inhibitors of human RECQ1 DNA helicase; 0.54% of 240,000 active; P46063; RECQ1 DNA unwinding, red fluorescence kinetic read; Potency, µM (series often up to 57.3 µM), for inactives: at the highest dose activity, negative = inhibition, usual class: inhibitors;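 also: plate controls were vehicle for no effect and no enzyme for full effect; nearly all actives have a fitted effect of over 30% in size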
# Target sequence (P46063 whole entry, looked up): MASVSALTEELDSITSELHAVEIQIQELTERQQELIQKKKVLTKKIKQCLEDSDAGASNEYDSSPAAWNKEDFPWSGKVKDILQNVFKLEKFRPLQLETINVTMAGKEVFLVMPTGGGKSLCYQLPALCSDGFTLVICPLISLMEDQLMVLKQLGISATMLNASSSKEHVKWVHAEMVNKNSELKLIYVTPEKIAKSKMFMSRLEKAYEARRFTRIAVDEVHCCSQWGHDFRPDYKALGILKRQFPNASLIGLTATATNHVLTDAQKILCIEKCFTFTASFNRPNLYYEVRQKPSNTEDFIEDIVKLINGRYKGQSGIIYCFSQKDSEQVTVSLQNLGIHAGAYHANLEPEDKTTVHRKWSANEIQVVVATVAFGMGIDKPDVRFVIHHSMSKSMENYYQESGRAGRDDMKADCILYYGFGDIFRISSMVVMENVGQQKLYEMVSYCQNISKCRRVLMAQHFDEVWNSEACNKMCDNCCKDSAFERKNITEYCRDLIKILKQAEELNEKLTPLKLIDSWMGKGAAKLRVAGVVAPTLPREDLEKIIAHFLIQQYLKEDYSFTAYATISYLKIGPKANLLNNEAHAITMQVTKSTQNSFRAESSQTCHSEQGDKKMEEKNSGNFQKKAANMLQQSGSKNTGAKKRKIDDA
#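 50 nM RECQ1T1 preincubated 15 min with compound in Tris pH 8.0 buffer with MgCl2, DTT, Tween-20 and 2.5 ug/ml poly(dI-dC); started with 200 nM TAMRA/BHQ-2 forked duplex and 2 mM ATP. Unwinding read as fluorescence (525/598 nm), two reads 2 h apart.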
# aGlu spleen mod = inhibitors or activators of human alpha-glucosidase in spleen homogenate | human spleen homogenate, 4-MU-alpha-glucoside fluorescence | Potency, µM (doses to about 79.9 µM), for the others: at the top dose activity change, negative = inhibition, hits mostly inhibitors | 0.006% of 240,000 active;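 also: 0% = enzyme with vehicle and -100% = no enzyme basal signal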
#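 Human spleen homogenate (1 ug) incubated with compounds and 1 mM 4-methylumbelliferyl-alpha-D-glucopyranoside in pH 5.0 citrate/phosphate buffer, 37 C, 40 min. Stopped at pH 10; 4-MU fluorescence (Ex 365/Em 440 nm); AC50 by Hill fit.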
# L3MBTL1 block = blocks human L3MBTL1. 0.66% of 230,000 active. AlphaScreen L3MBTL1–H3K9me1 peptide binding. Potency, µM (titrated, usually from 57.1 µM), inactives show at the top dose activity, negative = inhibition, usual class: inhibitors. Q9Y468; also: nearly all actives have a fitted effect of over 60% in size
#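 AlphaScreen assay: L3MBTL1 (50 nM final) was preincubated 30 min at room temperature with biotinylated H3(1-15)K9me1 peptide (75 nM final), then 30 min with library compounds; streptavidin donor and nickel chelate acceptor beads (10 ug/mL final) added, 30 min dark.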
# TR SRC2 fluor cs = Texas Red fluorescence interference in TRb-SRC2 counter-screen | 0.29% of 280,000 active | Potency, µM (doses to about 106 µM), without a hit: at the highest dose fluorescence change, negative = quenching | TRb/SRC2 Texas Red total fluorescence interference | AID 1479; active = well fitted curve in either direction with a large enough effect; inconclusive = small, poorly fitted or top-dose-only effect
#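 Flags fluorescent or light-absorbing compounds by total fluorescence, S + 2P, at 555 nm excitation and 632 nm emission. Mixture: 20 nM Texas Red SRC2 peptide, 0.6 uM human TRb LBD, 1 uM T3, 5% DMSO; compound exposure 5 h at ambient temperature.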
# * marks the source's active call; other numbers are inactive results; i = inactive; ? = inconclusive; · = not tested or not shown; & = joins results of further samples; [ ] = remark or other dose. Unless noted, calls follow the shape of the dose curve; as a rule, active = well fitted curve in the direction sought with a large enough effect; inconclusive = small, poorly fitted or top-dose-only effect, or another doubt; inactive = no such curve, though single readings can be large; an effect the other way counts as inactive or inconclusive. Unless noted, % is scaled to controls: 0 for no effect and ±100 for the full control effect; potency is read from the fitted curve at half-maximal effect. The list is partial (hit frequency here may not be typical).
SMILES,GAA glycogen mod,TRb-SRC2 inh,GAA inhib,RGS12 GoLoco inh,RECQ1 inh,aGlu spleen mod,L3MBTL1 block,TR SRC2 fluor cs
CC(C)(C)C(=O)OCCNc1nc(-c2ccccc2)nc2ccccc12,-1%,3%,-11%,-3%,7.9µM*,3%,10%,0%
CCOc1ccccc1N(CC(=O)Nc1cccnc1)S(=O)(=O)c1ccc(C)cc1,-2%,-3%,-2%,-3%,9%,4%,-8%,-1%
O=C(Nc1cc([N+](=O)[O-])ccc1N1CCCC1)c1ccco1,5%,-4%,0%,4%,i,-6%,0%,-1%
CC(C)NS(=O)(=O)c1ccc(OCC(=O)N2CCCC2)c(Cl)c1,3%,-8%,-3%,-4%,i,-1%,·,2%
Cc1ccnc(NC(=O)c2ccc(COc3ccc(Cl)cc3)o2)c1,-1%,-9%,-2%,2%,-9%,3%,·,-1%
Cc1oc(-c2ccccc2F)nc1CN1CCC(C(=O)NC2CCCc3ccccc32)CC1 (centres undefined),9%,-4%,6%,10%,i,2%,0%,4%
CCOc1ccc(CCNC(=O)COC(=O)c2cccc(OC)c2O)cc1OCC,-5%,0%,7%,2%,-8%,10%,-4%,0%
O=C1OCCN1CCN(CN1C(=O)CCC1=O)CN1C(=O)CCC1=O,4%,-7%,-1%,-12%,4%,3%,5%,-2%
CCOc1ccccc1N1CCN(C(=O)Nc2ccc(F)c(Cl)c2)CC1,2%,-7%,-14%,-6%,i,1%,5%,-4%
CC(=O)N1N=C(c2cccs2)CC1c1cc2cc(C)ccc2nc1Cl (centres undefined),5%,-5%,·,8%,-17%,-7%,·,1%
O=C(O)CCC(=O)N1CC=C(c2ccccc2)CC1,8%,2%,-15%,9%,-5%,1%,·,1%
Cc1cc(Cl)c(OCCCCN2CCOCC2)c(Br)c1,-2%,2%,-4%,3%,i,3%,-7%,-3%
Cc1nc(Nc2nc(CSc3nc4ccccc4[nH]3)cc(=O)[nH]2)nc2ccccc12,5%,-4%,-4%,1%,-1%,-2%,2%,-1%
Cc1nc(Nc2ccc(C(=O)O)cc2)nc(Nc2ccc(C(=O)O)cc2)c1[N+](=O)[O-],4%,-5%,-3%,-6%,-7%,9%,-21%,-7%
CCC1=C(OC(=O)N(CC)CC)N2C(=O)OC(=NCCOC)[C@]2(Cc2ccccc2)[C@H]2C1=CC[C@H]1C(=O)N(C)C(=O)[C@H]12,9%,-1%&-4%,·,3%&3%,-6%,3%&-4%,·,-2%&-2%
COc1ccc(OC)c(NC(=O)C2CCN(C(=O)c3cccs3)CC2)c1,9%,4%,12%,4%,20%,7%,-9%,-5%
O=C1CCN(CCc2ccccc2)CCN1C(CSc1ccc(Br)cc1)Cc1ccccc1 (centres undefined),·,0%,·,·,-11%,-1%,·,0%
COc1cccc(CNS(=O)(=O)c2ccc(S(=O)(=O)N3CCCC3)cc2)c1,5µM*,-6%,1%,-8%,i,1%,0%,-13%
Cc1cc(C(F)F)nn1CC(=O)N1CCSCC1,0%,4%,3%,2%,-12%,-12%,2%,1%
CC(=O)Nc1ccc2c(CN3C(=O)NC(C)(c4ccc(C)cc4)C3=O)cc(=O)oc2c1 (centres undefined),4%,-4%,11%,-8%,-12%,9%,·,1%
CCOC(=O)c1c(C)n(C)c2c(C)cc(O)c(OC(=O)CC)c12,-11%,-8%,0%,-3%,i,0%,5%,-3%
O=C(CSc1nnc(-c2ccc(F)cc2)c2ccccc12)Nc1cccc(Cl)c1,5%,-6%,-3%,11%,-8%,-3%,-8%,-1%
CCCSc1nnc(CNC(=O)C23CC4CC(CC(C4)C2)C3)n1Cc1ccccc1,-5%,-10%,-2%,-3%,3%,-4%,-4%,-3%
O=[N+]([O-])c1cc(/C=N/Nc2nc(N3CCCCC3)nc(N3CCCCC3)n2)ccc1O,10%,1%,0%,-1%,1%,-9%,-4%,3%
CN(C)C(=O)N1CCC(C(=O)NCc2ccccc2)CC1,6%,-5%,-1%,-11%,i,-5%,-1%,1%

# Three of these compounds in a different format.
# Below each compound – GAA glycogen mod	TRb-SRC2 inh	GAA inhib	RGS12 GoLoco inh	RECQ1 inh	aGlu spleen mod	L3MBTL1 block	TR SRC2 fluor cs
Cc1cc(C(F)F)nn1CC(=O)N1CCSCC1
→ 0%	4%	3%	2%	-12%	-12%	2%	1%
Cc1nc(Nc2ccc(C(=O)O)cc2)nc(Nc2ccc(C(=O)O)cc2)c1[N+](=O)[O-]
→ 4%	-5%	-3%	-6%	-7%	9%	-21%	-7%
O=C(Nc1cc([N+](=O)[O-])ccc1N1CCCC1)c1ccco1
→ 5%	-4%	0%	4%	i	-6%	0%	-1%

# (next part)
SMILES,GAA glycogen mod,TRb-SRC2 inh,GAA inhib,RGS12 GoLoco inh,RECQ1 inh,aGlu spleen mod,L3MBTL1 block,TR SRC2 fluor cs
CC(=O)c1ccc(NC(=O)CSc2nnc(NC(=O)CN3CCOCC3)s2)cc1,8%,1%,-8%,14%,-3%,5%,·,2%
COc1cc2cc(Oc3ccc4ccc(=O)oc4c3)c(=O)oc2cc1OC(=O)/C=C/c1ccccc1,10%,-7%,·,-2%,i,-3%,·,-1%
O=C(CSc1ncccn1)NC(=O)NCc1ccco1,2%,-12%,8%,8%,-11%,6%,-22%,-2%
O=C(NCc1cccs1)c1ccccc1[N+](=O)[O-],0%,5%,9%,-9%,-5%,8%,-2%,-3%
CN(C)N1C(N)=C(C#N)C(c2cccs2)C2=C1CC(C)(C)CC2=O (centres undefined),-19%,3%,-11%,11%,2%,-1%,·,-2%
O=C(Cc1ccccc1)Nc1ccc(Br)c(Cl)c1,-3%,-3%,?,3%,-9%,-1%,61%[activator],-4%
Cc1nc(NC(=O)C2CC2)sc1C(=O)NC1CCCCC1,5%,7%,0%,12%,-4%,1%,0%,-6%
CCCc1[nH]nc2c1C(c1cn[nH]c1-c1ccc(F)cc1)C(C#N)=C(N)O2 (centres undefined),-21%,-9%,2%,10%,-12%,-1%,-8%,?
O=C(OCC(=O)N1CCCC1)c1ccc(NS(=O)(=O)c2cccs2)cc1O,5%,-12%,-7%,10%,-1%,-2%,27%,-6%
CCC(C)NC(=O)CCCc1ccccc1 (centres undefined),-3%,2%,-5%,5%,-7%,-3%,·,-1%
COC(=O)c1ccc(Cl)c(NC(=O)CN2CCN(C)CC2)c1,-2%,-9%,-1%,-15%,9%,-4%,·,1%
O=[N+]([O-])c1ccc(-c2ncc(-c3ccc(Br)cc3)o2)cc1,-2%,-6%,-4%,0%,9%,-1%,-10%,3%
CC(c1ccccc1)n1c(S(=O)(=O)O)nc2ccccc21 (centres undefined),-2%,-4%,-1%,7%,8%,-6%,13%,-5%
O=C(O)CCCC(=O)N1CCc2cc(S(=O)(=O)NCc3ccccc3)ccc21,7%,-3%&-3%,0%,-3%,-10%,-5%,-22%,1%&-1%
OC1(c2ccccc2)CN(c2ccccc2)C2=[N+]1CCS2 (centres undefined),-5%,5%,4%,11%,-6%,-3%,-10%,0%
CC(C)C[C@H](CO)Nc1nc(Nc2cccc(Cl)c2)c2ncn(C(C)C)c2n1,-19%,5%,·,7%,i,-6%,·,-4%
O=C(Nc1ccccc1)N(Cc1ccccc1)Cc1ccccc1,-5%,0%,-1%,·,-18%,-4%,7%,0%
CCc1nc(N[C@H](C(=O)O)C(C)C)c2oc3ccccc3c2n1,12%,-2%,-2%,5%,6%,-5%,1%,-3%
CC1=C(SCCC#N)S/C(=C2\SC(C)=C(SCCC#N)S2)S1,-1%,-2%,-4%,-15%,-2%,5%,-15%,1%
CC(=O)N1CCc2cc(S(=O)(=O)CCC(=O)NCc3ccc4c(c3)OCO4)ccc21,1%,-5%,3%,1%,i,-2%,-5%,1%
Cc1cc(=O)[nH]c(SCC(=O)c2ccc(C(C)C)cc2)n1,0%,-1%,-14%,1%,i,-1%,5%,0%
COC(=O)c1cc(Nc2cc(C)c3c(O)cccc3n2)cc(C(=O)OC)c1,?,-1%,·,-9%,-1%,5%,·,-2%
CCOC(=O)c1cc(C(=O)NCc2ccc(Cl)cc2Cl)nn1C,7%,-1%,-6%,0%,-14%,10%,13%,-2%
CCN(CC)S(=O)(=O)c1ccc(N2CCOCC2)c(NC(=O)COc2ccccc2C#N)c1,-5%,-4%,-15%,0%,-1%,-9%,38%[activator],-7%
Cc1cc(C(=O)Nc2cnc3ccccc3c2)ccc1[N+](=O)[O-],6%,7%,-6%,1%,i,4%,2%,0%
# Carrying on.
SMILES,GAA glycogen mod,TRb-SRC2 inh,GAA inhib,RGS12 GoLoco inh,RECQ1 inh,aGlu spleen mod,L3MBTL1 block,TR SRC2 fluor cs
COc1ccc(OC)c(NC(=O)C2CCCCC2)c1,7%,-3%,8%,7%,-3%,3%,1%,1%
COCC1CCN(Cc2cn(C)nc2-c2cccc(Cl)c2)C1 (centres undefined),-2%,1%,?,4%,i,5%,3%,-4%
O=c1cc(CNc2cc(C(F)(F)F)cc(C(F)(F)F)c2)nc2sccn12,1%,4%,-1%,-20%,-2%,-3%,7%,-2%
CCCCN(C(=O)CSc1nncn1-c1ccccc1OC)c1c(N)n(Cc2ccccc2)c(=O)[nH]c1=O,-10%,3%,-4%,42%[activator],-24%,1%,-5%,-1%
c1ccc(Cn2nnnc2C(c2cccnc2)N2CCN(C3CCCCC3)CC2)cc1 (centres undefined),6%,-18%,?,-8%,i,-4%,·,2%
Oc1cccc(C(=S)N2CCN(Cc3ccccc3)CC2)c1,0%,-6%,8%,1%,-3%,-1%,3%,-1%
CSC1=NCCN1C(=O)c1ccc(S(=O)(=O)N2CCCC2)cc1,-5%,-11%,-25%,-3%,-12%,-6%,4%,-6%
COc1ccccc1CN(C)C(=O)C1COc2ccccc2O1 (centres undefined),-3%,-16%,4%,8%,-2%,-8%,·,-1%

# Screening data (PubChem BioAssay)
